IMPase Li inh = membrane-permeable IMPase blocker, potentiated with lithium | CHO-M1 cells, IP1 TR-FRET (IP-One), carbachol + lithium | Potency, µM (top dose mostly 59.4 µM), inactives show at the top dose activity, negative = IMPase inhibition, actives largely listed as inhibitors | actives 0.35% (n = 210,000);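 note: IP1 builds up when IMPase is blocked and the TR-FRET signal falls; potency is the fitted concentration of half-maximal effect; plate controls were basal vehicle for no effect and high inhibitor control for full effect; nearly all actives have a fitted effect of over 50% in size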
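CHO cells stably expressing M1 receptor (2000/well, cultured 16–30 h) treated 30 min at 37C with compound plus low lithium. Cytosolic IP1 by TR-FRET (665/620 ratio and 620 channel) after 10 min lysis; AC50 by Hill fit.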
CBFb-RUNX1 inh = blocks binding between human CBF-beta and RUNX1 | Q01196+Q13951 | AlphaScreen CBFb-His/RUNX1-biotin binding, biochemical | Potency, µM (series often up to 59.8 µM), without a hit: at the highest dose activity, negative = inhibition, usual class: inhibitors | 230,000 tested, under 10 active | AID 1477; note: % of control where 0% means no effect
Target sequence (Q01196 whole entry, looked up): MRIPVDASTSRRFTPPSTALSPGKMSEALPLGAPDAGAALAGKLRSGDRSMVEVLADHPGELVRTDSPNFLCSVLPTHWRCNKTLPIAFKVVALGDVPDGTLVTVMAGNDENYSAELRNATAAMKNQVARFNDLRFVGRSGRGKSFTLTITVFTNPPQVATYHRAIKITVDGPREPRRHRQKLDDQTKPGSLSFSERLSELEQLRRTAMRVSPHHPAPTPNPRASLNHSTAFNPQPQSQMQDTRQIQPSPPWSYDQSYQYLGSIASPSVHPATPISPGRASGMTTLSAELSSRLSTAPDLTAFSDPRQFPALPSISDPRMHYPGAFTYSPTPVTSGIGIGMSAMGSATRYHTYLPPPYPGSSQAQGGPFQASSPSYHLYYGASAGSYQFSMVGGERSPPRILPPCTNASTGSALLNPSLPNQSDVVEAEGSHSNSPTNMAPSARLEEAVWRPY
Target sequence (Q13951 whole entry, looked up): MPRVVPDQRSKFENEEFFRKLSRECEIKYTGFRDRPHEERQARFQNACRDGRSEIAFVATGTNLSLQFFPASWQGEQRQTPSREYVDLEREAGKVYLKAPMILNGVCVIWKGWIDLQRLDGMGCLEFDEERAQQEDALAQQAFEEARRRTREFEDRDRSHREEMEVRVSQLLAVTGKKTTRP
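His-tagged CBF-beta and biotinylated RUNX1 (30 nM each) were premixed 20 min at room temperature, exposed to compound for 15 min, then given nickel-chelate and streptavidin AlphaScreen beads (50 ng each). After 90 min, AlphaScreen signal was read.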
HttQ103 aggreg = inhibitors of mutant huntingtin aggregate formation in PC12 cells; AID 1688; actives 1.1% (n = 220,000); PC12 HttQ103-GFP aggregates, Acumen cytometry, 40 h; Potency, µM (doses to about 46.1 µM), for inactives: at the highest dose activity change, negative = inhibition, hits mostly inhibitors; note: potency is the fitted concentration of half-maximal effect; % is set by controls: 0 for no effect and ±100 for the full control effect; nearly all actives have a fitted effect of over 60% in size
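Steps: seed 1500 PC12 HTTQ103-GFP cells/well; add tebufenozide, 100 nM final; add compound titration; add ATPLite reagent; quantify GFP aggregates by laser scanning cytometry.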
L3MBTL1 inh = L3MBTL1 (human) inhibition | Q9Y468 | AID 485360 | AlphaScreen L3MBTL1–H3K9me1 peptide binding | actives 0.66% (n = 230,000) | Potency, µM (series often up to 57.1 µM), inactives show at the top dose activity, negative = inhibition, hits mostly inhibitors; note: potency is the fitted concentration of half-maximal effect; % is set by controls: 0 for no effect and ±100 for the full control effect; nearly all actives have a fitted effect of over 60% in size
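L3MBTL1 50 nM + b-AHA-H3(1-15)K9me1 75 nM, 30 min RT; compound added, 30 min RT; streptavidin donor/Ni-chelate acceptor beads 10 ug/mL each final, 30 min RT dark; AlphaScreen read.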
Luc counter = counter-screen: inhibitors of Kinase-Glo firefly luciferase; actives 0.28% (n = 200,000); Potency, µM (top dose mostly 38.3 µM), for inactives: top-dose activity change, negative = inhibition, usual class: inhibitors; Kinase-Glo luciferase, ATP luminescence, 8 min; AID 1379; note: potency is the fitted concentration of half-maximal effect; % is set by controls: 0 for no effect and ±100 for the full control effect; nearly all actives have a fitted effect of over 60% in size
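Luminescence was the read-out, taken after 8-minute incubation at ambient temperature. Luciferase turned over luciferin with 10 uM ATP in imidazole pH 7.2 buffer containing KCl, MgCl2, Tween 20 and BSA.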
Epigenetic reg = regulators of epigenetic silencing causing reporter derepression in mouse cells | murine LDR cells, GFP reporter derepression, 30 h | AID 1865 | Potency, µM (top dose mostly 53.9 µM), for the others: at the highest dose GFP activation, hits mostly activators | actives 0.2% (n = 280,000); note: potency is the fitted concentration of half-maximal effect; % of control where 0% means no effect; nearly all actives have a fitted effect of over 60% in size
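Murine LDR cells bearing a silenced CMV-driven GFP reporter were exposed to compound for 30 h at 37 C. After PBS washes, GFP-positive cells (20-120 um objects) counted by laser-scanning microplate cytometry.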
NPSR antagonist = neuropeptide S receptor (human) antagonism, cAMP; Q6W5P4; CHO-NPSR cells, cAMP TR-FRET, antagonist mode; Potency, µM (titrated, usually from 38.3 µM), inactives show at the highest dose activity change, negative = inhibition, usual class: inhibitors; actives 1% (n = 220,000); note: potency is the fitted concentration of half-maximal effect; % is set by controls: 0 for no effect and ±100 for the full control effect; nearly all actives have a fitted effect of over 50% in size; many of its hits are not listed in these tables
Target sequence (Q6W5P4 whole entry, looked up): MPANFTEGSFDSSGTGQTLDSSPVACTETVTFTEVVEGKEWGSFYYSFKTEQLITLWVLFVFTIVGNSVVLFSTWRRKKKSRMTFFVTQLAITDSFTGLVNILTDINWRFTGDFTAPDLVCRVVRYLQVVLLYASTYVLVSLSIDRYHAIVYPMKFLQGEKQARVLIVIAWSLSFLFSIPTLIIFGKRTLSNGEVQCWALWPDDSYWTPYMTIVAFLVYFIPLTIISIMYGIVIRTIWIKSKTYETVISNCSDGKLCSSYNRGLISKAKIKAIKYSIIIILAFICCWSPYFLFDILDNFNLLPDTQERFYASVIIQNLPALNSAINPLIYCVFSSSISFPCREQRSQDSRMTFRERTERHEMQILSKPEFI
Numbers without * were called inactive; ? = inconclusive; / = not tested or not shown; [ ] = dose if it differs, or a comment. Calls come from the whole dose curve; as a rule, active = well fitted curve in the direction sought with a large enough effect; inconclusive = small, poorly fitted or top-dose-only effect, or another doubt; inactive = no such curve, though single readings can be large; an effect the other way counts as inactive or inconclusive. Not all compounds are listed, so the mix of outcomes need not match the whole.

Structure	IMPase Li inh	CBFb-RUNX1 inh	HttQ103 aggreg	L3MBTL1 inh	Luc counter	Epigenetic reg	NPSR antagonist
O=C(N/N=C/CCc1ccccc1)c1ccc(CN2c3cccc4cccc(c34)S2(=O)=O)cc1	-2%	-3%	-17%	-3%	-2%	-1.9%	7%
CCOC(=O)c1c(NC(=O)Cn2cnc([N+](=O)[O-])n2)sc(C)c1C	-3%	-1%	-15%	/	-2%	3.4%	10%
Cc1ccc(C(=O)Nc2ccc(N3CCN(C(=O)c4ccco4)CC3)cc2)cc1	1%	-12%	-4%[9.22 µM]	-18%	-4%	-0.2%	10%
Cc1noc(C)c1C(=O)NC(C)c1ccc2c(c1)OCO2 (stereo unspecified)	33%[38.3 µM]	7%	-5%	17%[11.4 µM]	1%	-2.1%	-1%[46.1 µM]
CC(C)OCCCNC(=O)NC12CC3CC(CC(C3)C1)C2	25%[38.3 µM]	14%	10%	1%	2%	2.2%	-4%[46.1 µM]
CCCc1cc(C(=O)NC2CCCC2)no1	0%[38.3 µM]	7%	2%	1%	-1%	-0.8%	23%[46.1 µM]
Cc1ccc(-c2cccc([C@H]3[C@@H]4C=CC[C@@H](C)[C@@H]4C(=O)N3Cc3ccccc3)c2)cc1	10%	-1%	/	-5%	2%[39.9 µM]	-2.2%	/
COc1cc(/C=N\NC(=O)C2COc3ccccc3O2)cc(OC)c1O (stereo unspecified)	/	8%	6%[9.22 µM]	-5%	/	1.0%	-8%
COc1cccc(CN(C(=O)Cc2c[nH]c3ccccc23)C(C(=O)NC2CCCCC2)c2ccc(C)o2)c1 (stereo unspecified)	26%	-14%	13µM*	-14%	1%	-1.0%	-36%
CC(C)OP(=O)(OC(C)C)C(O)c1cccc([N+](=O)[O-])c1 (stereo unspecified)	/	11%	-11%[9.22 µM]	/	/	-0.9%	14%
CSc1nc2ccc(NS(=O)(=O)c3ccc4c(c3)OCCO4)cc2s1	-1%[38.3 µM]	3%	8.9µM*	2%	0%	0.0%	-18%[46.1 µM]
Cc1ccc(OC(=O)c2cc3ccccc3o2)cc1	44%[activator][38.3 µM]	11%	-10%	/	-7%	0.0%	-14%[46.1 µM]
CCOc1cc(CNCCO)c(Cl)cc1OCC(=O)NCCc1ccccc1	19%[38.3 µM]	-2%	-7%	4%	-1%	-1.1%	-1%[46.1 µM]
CC(=O)c1cnc2cc(-c3ccccc3)nn2c1C	?	4%	-17%	9%	-3%	0.0%	7%[46.1 µM]
Cc1ccc(Cl)cc1NC(=O)c1cc2ccccc2cc1O	/	10%	?	6%	/	1.1%	?
Cc1cc(N2C(=O)C3C4CCC(C4)C3C2=O)no1 (stereo unspecified)	0%	5%	-22%[9.22 µM]	3%	-1%	2.3%	-6%
CCC(C)C(NC=C1C(=O)OC(C)(C)OC1=O)C(=O)O (stereo unspecified)	18%[38.3 µM]	3%	-3%	/	-3%	-3.0%	-7%[46.1 µM]
CC(C)CCN1CCN(Cc2ccc(C#CC(C)(C)O)s2)CC1CCO (stereo unspecified)	11%	11%	-5%[9.22 µM]	6%	0%	-4.8%	1%
CCC(C)NCCOCCOc1ccc(Br)cc1C (stereo unspecified)	6%	-2%	?	-3%	4%	2.6%	4%
Cc1cccc(Oc2coc3cc(OC(=O)c4cccs4)ccc3c2=O)c1	-4%[38.3 µM]	7%	2%	9%	-1%	-2.1%	-9%[46.1 µM]
CCC(C(=O)NC1CCCC1)N(C(=O)Cn1nnc(-c2cccs2)n1)c1cnc2ccccc2c1 (stereo unspecified)	3%	5%	11%	4%	3%	1.8%	-10%[46.1 µM]
O=C(c1ccc2c(c1)OCO2)N1CCc2ccccc2C1	-14%[38.3 µM]	-2%	6%[9.22 µM]	-9%	-9%	2.3%	-7%[46.1 µM]
O=C(c1c(Cl)nc2sccn12)N1CCCc2ccccc21	21%	19%	-17%	5%	1%	0.0%	5%[46.1 µM]
COc1cccc(N2CCN(C(=O)c3ccc(=O)oc3)CC2C)c1 (stereo unspecified)	3%[38.3 µM]	-2%	20%	-44%	5%	0.8%	-13%[46.1 µM]
CCc1c(C(=O)N/N=C/c2ccsc2)csc1C	0%	-3%	-11%	-16%	-12%	?	-19%

A draw from above in order of length of the SMILES, smallest number first.
Structure	IMPase Li inh	CBFb-RUNX1 inh	HttQ103 aggreg	L3MBTL1 inh	Luc counter	Epigenetic reg	NPSR antagonist
CCC(C)NCCOCCOc1ccc(Br)cc1C (stereo unspecified)	6%	-2%	?	-3%	4%	2.6%	4%
CCc1c(C(=O)N/N=C/c2ccsc2)csc1C	0%	-3%	-11%	-16%	-12%	?	-19%
Cc1ccc(Cl)cc1NC(=O)c1cc2ccccc2cc1O	/	10%	?	6%	/	1.1%	?
O=C(c1c(Cl)nc2sccn12)N1CCCc2ccccc21	21%	19%	-17%	5%	1%	0.0%	5%[46.1 µM]
CCC(C)C(NC=C1C(=O)OC(C)(C)OC1=O)C(=O)O (stereo unspecified)	18%[38.3 µM]	3%	-3%	/	-3%	-3.0%	-7%[46.1 µM]
COc1cccc(N2CCN(C(=O)c3ccc(=O)oc3)CC2C)c1 (stereo unspecified)	3%[38.3 µM]	-2%	20%	-44%	5%	0.8%	-13%[46.1 µM]
COc1cc(/C=N\NC(=O)C2COc3ccccc3O2)cc(OC)c1O (stereo unspecified)	/	8%	6%[9.22 µM]	-5%	/	1.0%	-8%
Cc1cccc(Oc2coc3cc(OC(=O)c4cccs4)ccc3c2=O)c1	-4%[38.3 µM]	7%	2%	9%	-1%	-2.1%	-9%[46.1 µM]
CCOC(=O)c1c(NC(=O)Cn2cnc([N+](=O)[O-])n2)sc(C)c1C	-3%	-1%	-15%	/	-2%	3.4%	10%
CCC(C(=O)NC1CCCC1)N(C(=O)Cn1nnc(-c2cccs2)n1)c1cnc2ccccc2c1 (stereo unspecified)	3%	5%	11%	4%	3%	1.8%	-10%[46.1 µM]
COc1cccc(CN(C(=O)Cc2c[nH]c3ccccc23)C(C(=O)NC2CCCCC2)c2ccc(C)o2)c1 (stereo unspecified)	26%	-14%	13µM*	-14%	1%	-1.0%	-36%

(cont.)
Structure	IMPase Li inh	CBFb-RUNX1 inh	HttQ103 aggreg	L3MBTL1 inh	Luc counter	Epigenetic reg	NPSR antagonist
CCC(=O)N1CCN=C1SCc1ccccc1	4%[38.3 µM]	-1%	2%	/	-6%	-2.2%	-2%[46.1 µM]
COc1ccc(/C=N/NC(=O)COc2cc(C)cc(C)c2)cc1COC(C)=O	-6%	5%	21%	5%	7%	-1.5%	-19%
CCC(c1nnc(SCC(=O)Nc2ccc(Cl)cc2C(F)(F)F)n1C1CCCCC1)N(C)C (stereo unspecified)	/	0%	?	-3%	/	0.0%	?
Cc1ccc(NC(=O)c2ccc3ccccc3n2)cc1S(=O)(=O)N1CCOCC1	16%	3%	-9%	/	10%	1.1%	-21%
COc1cc(-c2nc3ccccc3c(=O)n2N)cc(OC)c1OC	?	-4%	2%	1%	5%	-0.9%	-8%[46.1 µM]
CCN(C(=O)COC(=O)c1ccc(N2C(=O)c3ccccc3C2=O)cc1)C1CCS(=O)(=O)C1 (stereo unspecified)	5%	1%	9%	15%	3%	-2.8%	11%
CCOC(=O)N1CCC(NC(=O)c2cccn3c(=O)c4cc(Br)ccc4nc23)CC1	0%[38.3 µM]	8%	18%	0%	-1%	-0.9%	-6%[46.1 µM]
O=C(C(Sc1ccccc1)c1ccc(Br)cc1)N1CCOCC1 (stereo unspecified)	5%	5%	9%	14%	3%	1.1%	2%
COc1cc(-c2nc3ccccn3c2/N=C/c2ccc(F)cc2)ccc1O	34%[activator]	3%	0%	/	-1%	-1.2%	-50%
N/C(=N/O)c1nc(N2CCCC2)nc(N(c2ccccc2)c2ccccc2)n1	5%	0%	-3%	-10%	-1%	2.4%	-23%[46.1 µM]
O=C(NCCCn1ccnc1)c1cc2nc(-c3ccc(Br)cc3)cc(C(F)(F)F)n2n1	20%	-16%	-4%	14%[11.4 µM]	4%	-1.0%	-17%
CCOC(=O)C1(CCCc2ccccc2)CCN(Cc2nccn2CC)CC1	10%	-5%	4%[9.22 µM]	-30%	/	-0.1%	47%
CCC(=O)NNc1nc2c(F)cc(F)cc2s1	0%	7%	9%	-5%	-4%	-2.3%	11%
CCCCNC(=O)CCC(=O)Nc1ccc2nc(N3CCN(C)CC3)cc(C)c2c1	2%	5%	-11%	/	-2%	0.9%	-7%
CCOC(=O)c1ccc(N=c2sc(C(=O)OC)cc(=O)n2Cc2ccc3c(c2)OCO3)cc1	-12%[38.3 µM]	-1%	-2%	/	6%	-0.2%	-19%[46.1 µM]
CCOc1ccc(C2CC(c3cccc(OC)c3)Nc3ncnn32)cc1 (stereo unspecified)	9%[38.3 µM]	4%	2%	0%	0%	1.7%	-1%[46.1 µM]
Cc1c(NC(=O)CN2CCCc3ccccc32)c(=O)n(-c2ccccc2)n1C	2%[38.3 µM]	-13%	3%	5%	1%	0.0%	-9%[46.1 µM]
Cc1ccc(S(=O)(=O)N(CCCO)CC(O)CON=C2c3ccccc3-c3ccccc32)cc1 (stereo unspecified)	11%	-10%	?	-4%	4%	-1.1%	18%
CCOC(=O)C1(CCCc2ccccc2)CCN(Cc2cnn(C)c2)CC1	17%	-5%	-3%[9.22 µM]	-4%	-1%	3.8%	-16%
O=c1[nH]c2ccc(Cl)cc2c(-c2ccccc2)c1SC(=S)N1CCOCC1	54%[activator][38.3 µM]	?	?	/	17%	14%	-29%[46.1 µM]
Cc1cc(C)n2cc(CSC3=NCCS3)nc2n1	-14%[38.3 µM]	9%	-13%	2%	-1%	-1.7%	12%[7.67 µM]
